Screening data (PubChem)
Pf gametocyte: inhibitors of late stage P. falciparum gametocyte viability | P. falciparum stage V gametocytes, ATP luminescence, 24 h | inhibition, % at 10.9 µM | 0.065% of 150,000 active | AID 743093;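 active = inhibition above the mean plus 3 SD of compounds within the control limits, set per campaign, cut at about 38% in these data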;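 note: 0% = DMSO wells and 100% = medium only without gametocytes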
HRas wt GTP bind: modulators of GTP binding to human HRas wildtype. P01112. GST-Ras wt beads, Bodipy-FL-GTP binding, flow cytometry; actives lie on both sides. GTP binding activity, % at 10 µM. AID 759. 0.14% of 190,000 active;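 active = GTP binding activity at least 20% away from the 100% baseline, either lowered as inhibitor or raised as activator; inconclusive = flagged as likely green fluorescent, judged across all proteins in the well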;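 note: 0% = unlabeled GTP competition control and 100% = no-compound control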
Target sequence (P01112 whole entry, looked up): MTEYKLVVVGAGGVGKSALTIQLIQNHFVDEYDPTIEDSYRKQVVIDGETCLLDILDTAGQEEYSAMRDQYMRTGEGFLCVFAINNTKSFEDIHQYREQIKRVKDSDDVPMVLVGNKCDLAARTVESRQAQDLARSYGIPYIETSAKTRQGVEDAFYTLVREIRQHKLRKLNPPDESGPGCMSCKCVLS
Mcl-1 Bim block: disrupts Bim peptide binding to human Mcl-1; Bead-based flow cytometry, Bim peptide-Mcl-1 binding; inhibition, % at 10 µM; 0.1% of 190,000 active; Q07820; in the data active = inhibition above about 40%;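 note: 0% = no compound tracer wells and 100% = peptide blocker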
Target sequence (Q07820 whole entry, looked up): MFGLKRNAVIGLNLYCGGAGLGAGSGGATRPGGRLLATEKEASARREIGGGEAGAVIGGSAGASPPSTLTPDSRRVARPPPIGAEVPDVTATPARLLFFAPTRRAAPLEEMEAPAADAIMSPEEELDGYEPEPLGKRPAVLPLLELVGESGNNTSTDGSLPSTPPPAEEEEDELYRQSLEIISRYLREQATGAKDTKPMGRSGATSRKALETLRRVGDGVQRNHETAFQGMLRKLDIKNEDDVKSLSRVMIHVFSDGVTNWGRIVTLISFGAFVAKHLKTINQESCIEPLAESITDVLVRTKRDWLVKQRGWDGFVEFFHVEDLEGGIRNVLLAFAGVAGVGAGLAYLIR
Mcl1 Bid PPI: Mcl-1/Bid interaction inhibition. Q07820. TR-FRET Mcl-1/Bid-Dy647 peptide binding, 1536-well. inhibition, % at 21.7 µM. 0.97% of 220,000 active. AID 1021;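 active = compounds that cut the binding signal by more than half at the single screening dose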;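 note: His-tagged Mcl-1 with europium anti-His antibody binding Bid BH3 peptide; 0% = Mcl-1 plus peptide wells and 100% = peptide-only wells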
Rab7 wt modul: dog Rab7 wildtype GTP binding, inhibitors and activators; GST-Rab7 beads, fluorescent GTP binding, flow cytometry; actives lie on both sides; untreated = 100%, excess cold GTP = 0%; GTP binding activity (percent of control), % at 10 µM; 0.055% of 190,000 active;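 active = fluorescent GTP binding to Rab7 beads changed by at least 20 points from the 100% baseline, either direction, mostly lower; inconclusive = compound itself probably fluorescent, or too few beads counted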;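 note: median green fluorescence of bound Bodipy-FL-GTP per Rab7 bead population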
Rab2 wt GTP: changes GTP binding to wildtype dog Rab2A, up or down; GST-Rab2 wt beads, Bodipy-GTP binding, flow cytometry; P61105; 0.19% of 190,000 active; AID 760; GTP binding activity, % at 10 µM;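 active = GTP binding activity at least 20 points away from 100%, either lowered or raised; inconclusive = signal likely due to the compound's own green fluorescence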;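 note: 0% = beads with excess unlabeled GTP and 100% = no-compound control corrected for plate trend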
Avidin fluor: avidin bead compound fluorescence profile. Avidin beads, compound fluorescence 488/530 nm, flow cytometry; hits give high values. fluorescence (KMESF) at 10 µM. 0.38% of 220,000 active. AID 1775; in the data active = fluorescence above about 47; note: inactives centre near 10
Rac1 wt modul: human Rac1 wildtype GTP binding, inhibitors and activators | AID 757 | P63000 | GST-Rac1 beads, fluorescent GTP binding, flow cytometry; actives lie on both sides; 0 = cold GTP competed, 100 = untreated | 0.27% of 190,000 active | GTP binding activity (% of control), % at 10 µM;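 active = GTP binding activity at least 20 points away from the 100% control level, either lower or higher; inconclusive = compound flagged as likely green fluorescent, judged across all proteins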
Mcl1-Noxa inh: Mcl-1/Noxa interaction inhibition; inhibition, % at 21.7 µM; AID 1022; 1.5% of 220,000 active; TR-FRET Mcl-1/Noxa peptide binding, 2 h;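 active = compounds that cut the protein-peptide binding signal by more than 50% relative to plate controls in a single-dose test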;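 note: His-tagged Mcl-1 with rhodamine Noxa BH3 peptide and terbium anti-His antibody; 0% = Mcl-1 plus Noxa peptide wells and 100% = peptide-only wells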
Rac1 mut GTP: human Rac1 activated mutant GTP binding change; percent activity (GTP binding), % at 10 µM; P63000; 0.11% of 190,000 active; GST-Rac1 activated beads, fluorescent GTP binding, flow cytometry; actives lie on both sides; 100% means binding = to untreated wells; AID 764;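 active = GTP binding at least 20 percentage points away from the 100% baseline, in either direction, so actives lie on both sides; inconclusive = Compound likely fluorescent itself, or too few beads counted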
Cdc42 wt: human Cdc42 wildtype GTP binding change, either direction | GST-Cdc42 beads, Bodipy-GTP binding, flow cytometry; actives lie on both sides | 0.2% of 190,000 active | percent activity (GTP binding), % at 10 µM;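 active = percent activity GTP binding at least 20 points away from the 100% baseline, either down as inhibitor or up as activator; inconclusive = compound flagged as likely green fluorescent from well-wide comparison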;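 note: median bead fluorescence of bound Bodipy-FL-GTP at 100 nM; 0% = excess unlabeled GTP control and 100% = no compound control; below 100% means less GTP binding so inhibitor and above means activator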
Target sequence (P60953 whole entry, looked up): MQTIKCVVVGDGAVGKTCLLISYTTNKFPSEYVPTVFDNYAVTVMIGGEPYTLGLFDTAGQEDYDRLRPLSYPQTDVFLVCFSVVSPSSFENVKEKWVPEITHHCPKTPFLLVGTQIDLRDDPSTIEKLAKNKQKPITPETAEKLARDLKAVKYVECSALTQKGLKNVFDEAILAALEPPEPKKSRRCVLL
Numbers without * were called inactive; ? = inconclusive; / = no result given.

SMILES	Pf gametocyte	HRas wt GTP bind	Mcl-1 Bim block	Mcl1 Bid PPI	Rab7 wt modul	Rab2 wt GTP	Avidin fluor	Rac1 wt modul	Mcl1-Noxa inh	Rac1 mut GTP	Cdc42 wt
Cc1ccc(S(=O)(=O)Cc2ccc(C(=O)NCCCN3CCCC3=O)o2)cc1	-9	100	-3	0	101	98	8	98	10	95	96
CN(C(=O)NC(=O)C1=C(N2CCOCC2)/C(=C/c2ccccc2)CC1)S(C)(=O)=O	/	103	4	-28	101	102	5	104	12	99	105
CCOC(=O)CSC1=C(C#N)C(c2ccc(Cl)cc2)C(C(=O)OC)C(=O)N1 (centres undefined)	/	99	-2	6	101	98	5	100	14	98	100
Cc1ccnc(NC(=O)CCCOc2ccc(Cl)cc2C)c1	5	95	0	-21	102	95	11	99	0	95	94
COc1ccccc1NC(=O)COc1ccc(CO)cc1Cl	15	99	-1	-41	98	98	12	106	-9	100	103
CC(C)c1ccc(NS(=O)(=O)c2cn(C)c(=O)n(C)c2=O)cc1	/	100	0	-7	98	101	5	108	-1	100	103
COc1ccc(-c2cnc(OC(C)(C)C)nc2OC(C)(C)C)cc1OC	/	97	0	-30	95	98	12	101	2	98	96
CCc1nnc(NC(=O)[C@@H](NC(=O)c2cccc(C)c2)C(C)C)s1	/	102	-5	-6	103	101	10	102	-6	99	102
O=C(C1CCCCC1)N1CCC(c2nc3ccccc3[nH]2)CC1	/	98	-2	-6	97	99	8	98	-3	96	96
Cc1ccc(S(=O)(=O)Nc2ccc3c(c2)nc(CN2CCCC2)n3C)cc1	/	100	-4	1	101	100	15	101	28	97	99
COc1cc(C2CC(=O)c3cnc(NC(C)=O)nc3C2)cc(OC)c1OC (centres undefined)	/	98	0	-1	98	99	5	105	1	99	102
COc1cccc(N=c2oc3ccccc3cc2-c2nc3ccccc3[nH]2)c1	/	95	-2	56*	95	93	5	94	14	91	94
Cc1ccc(NCN2C(=O)C(=O)c3ccccc32)nc1	/	97	-2	-52	99	99	4	97	33	101	97
C=CCc1cc(/C=C2/NC(=O)N(CC)C2=O)cc(OCC)c1OCc1ccc(C(=O)O)cc1	13	99	-4	-43	102	98	9	100	9	96	100
COc1ccc(-c2nnn(CC(=O)N3CCN(c4ccccc4OC)CC3)n2)cc1OC	-14	105	1	9	107	104	10	107	15	99	106
Cc1cc(/C=C(\C#N)C(=O)NC2CC2)c(C)[nH]1	-8	103	-7	-38	102	101	11	108	-9	102	109
Cc1nn(C)cc1CNC(=O)C1C2CCC(O2)C1C(=O)O (centres undefined)	/	99	-10	-8	97	100	12	104	4	102	100
CCCC(=O)Nc1cc(=O)n(C)c(=O)n1C	/	102	-2	0	104	104	7	108	-6	101	103
O=C(Nc1cccc(S(=O)(=O)N2CCOCC2)c1)c1cnccn1	/	96	0	-50	93	97	10	101	17	97	99
Fc1ccccc1Cc1noc(CN(Cc2ccccn2)CC2CCCO2)n1 (centres undefined)	4	99	0	-32	99	100	7	97	-2	97	99
O=C(NCCO)C(F)(F)C(F)(F)C(F)(F)OC(F)(C(=O)NCCO)C(F)(F)F (centres undefined)	-13	99	0	-11	100	100	3	98	7	97	100
O=C(c1cccs1)N1CCn2c1nc1ccccc12	-3	99	0	-38	100	98	16	94	-12	96	97
CCN(CC)S(=O)(=O)c1cc(NC(=O)COC(=O)CCC(=O)c2ccc(F)cc2)ccc1C	3	99	-6	6	99	98	13	99	4	98	95
O=C(COC(=O)c1ccc(S(=O)(=O)NCc2ccco2)cc1)Nc1ncc(Cl)cc1Cl	/	98	0	-33	98	93	10	96	4	98	98
Cc1ccc(-n2c(C)nc3oc4ccccc4c(=O)c3c2=O)cc1	19	94	0	-8	96	95	2	100	65*	95	95

Going on with the list:
SMILES	Pf gametocyte	HRas wt GTP bind	Mcl-1 Bim block	Mcl1 Bid PPI	Rab7 wt modul	Rab2 wt GTP	Avidin fluor	Rac1 wt modul	Mcl1-Noxa inh	Rac1 mut GTP	Cdc42 wt
COc1ccc(C2C(C(=O)N3CCOCC3)CCC(=O)N2c2ccc(OC)cc2)cc1 (centres undefined)	/	103	3	-19	102	101	17	98	-10	97	104
CC(C)CN(CC(C)C)S(=O)(=O)c1cc([N+](=O)[O-])ccc1N1CCCCCC1	9	98	0	-3	98	98	33	101	6	99	99
CCOC(=O)N1CCN(C(=O)c2ccc3nc(C)sc3c2)CC1	0	103	-5	4	102	101	13	107	5	101	102
CCCNC(=O)Cn1cnc2sc(C(=O)Nc3cc(OC)c(OC)c(OC)c3)c(C)c2c1=O	/	100	-1	6	98	99	33	103	-4	99	104
O=C(CN1c2cccc3cccc(c23)S1(=O)=O)N1CCOCC1	/	97	-2	1	97	95	23	99	11	95	97
CCSc1nc2c([nH]c3ccccc32)c(=O)n1C	/	98	0	-23	99	98	5	103	-12	98	99
COc1ccc(-c2csc(Nc3ccc(S(N)(=O)=O)cc3)n2)cc1OC	/	?	1	-30	?	?	11	?	51*	?	?
COc1ccccc1N1CCN(S(=O)(=O)c2c(C)[nH]c(=O)[nH]c2=O)CC1	/	97	-4	-70	100	99	5	97	11	96	95
CN1CCN(C(=O)C2CC(c3ccc(F)cc3)=NO2)CC1 (centres undefined)	/	99	0	-7	98	101	9	107	6	100	99
Cc1cc(-c2nn3c(-c4ccccc4)nnc3s2)c2ccccc2n1	/	84	-5	-4	94	83	10	89	12	92	85
COc1ccc(CN2C(=O)[C@@H]3C(c4ccc(F)cc4)=NO[C@@H]3C2=O)cc1	-12	102	-3	-9	100	102	39	105	-20	101	101
CN(C)c1nnnn1-c1ccc(Oc2ccccc2)cc1	-2	91	-4	-5	96	94	8	95	-5	93	93
COC(=O)c1ccccc1NC(=S)N(Cc1ccc2c(c1)OCO2)Cc1cc2cc(C)ccc2[nH]c1=O	/	99	3	-54	98	99	12	102	-5	98	97
COc1cc(OC)c(-c2nc3cnccc3n2C)cc1OC	/	101	-1	5	97	101	10	105	12	99	102
CC(=O)c1ccccc1OCCCN1CCCCC1	9	103	4	38	102	102	8	103	3	99	103
N#Cc1c(C(F)(F)F)cc(-c2cccc(Cl)c2)[nH]c1=O	4	92	0	-1	89	89	33	88	-7	90	93
C/C(=N/NC(=O)Cc1cccc2ccccc12)c1cccs1	21	107	2	-19	107	105	9	113	-15	104	108
CCOc1ccc(C)cc1S(=O)(=O)Nc1ccc(Cl)cn1	-28	104	1	-7	102	105	8	109	-13	101	102
CCCC(=O)Nc1ccc(C(=O)Nc2nc(CC(=O)OCC)cs2)cc1	-21	106	0	4	104	105	4	108	-2	102	109
CCC(Sc1nc2ccc(N)cc2s1)C(=O)Nc1nccs1 (centres undefined)	-2	102	-2	-7	98	101	35	103	10	100	102
Cc1[nH]c(=O)[nH]c(=O)c1S(=O)(=O)N1CCN(c2cccc(Cl)c2)CC1	4	99	-6	-6	97	98	29	101	4	98	103
CC(C)CCNC(=O)C(NS(=O)(=O)c1ccc2c(c1)c(=O)n(C)c(=O)n2C)c1ccccc1 (centres undefined)	/	99	0	-15	98	98	8	102	34	99	100
CCOC(=O)c1ccc(N2C(=O)C3C(C2=O)C(C(=O)c2ccc(Cl)cc2)N2CCCC32)cc1 (centres undefined)	/	103	-2	-14	99	104	12	105	-10	100	106
CCCCCC(O)(CCN1CCCCC1)c1ccc(OCC)cc1 (centres undefined)	16	89	-1	-28	99	94	8	90	2	90	87
Cc1ccc(NC(=O)CC2S/C(=N/N=C3\CCCc4ccccc43)NC2=O)cc1 (centres undefined)	8	98	0	2	99	96	16	99	11	97	98

Carrying on.
SMILES	Pf gametocyte	HRas wt GTP bind	Mcl-1 Bim block	Mcl1 Bid PPI	Rab7 wt modul	Rab2 wt GTP	Avidin fluor	Rac1 wt modul	Mcl1-Noxa inh	Rac1 mut GTP	Cdc42 wt
Nc1nc(SCC(=O)Nc2cc(C(F)(F)F)ccc2N2CCOCC2)n[nH]1	14	98	-1	-19	97	98	1	104	3	101	99
CCN(CC)C(=O)C(C)OC(=O)COc1ccc(Cl)cc1C (centres undefined)	-24	96	0	2	96	97	2	96	4	96	96
CC(C)OC(=O)NCCOC(=O)Nc1ccc(Cl)c(Cl)c1	1	99	-5	4	97	101	7	101	12	93	98
CCOC(=O)c1cc(C)n(Cc2ccc(OCC)c(OC)c2)c1C	2	98	0	-17	97	96	10	98	5	93	98
COc1cc(NC(=S)N2CCCC(CO)C2)cc(OC)c1 (centres undefined)	/	94	-1	-33	95	95	8	95	-6	93	94
CC(=O)Oc1ccc(NC(=O)Cc2ccccc2)c(C(=O)O)c1	-13	97	-1	-18	102	99	12	100	18	95	97
N/C(=N\OC(=O)CCc1ccccc1)c1cccc(Br)c1	/	107	-5	-8	102	104	8	104	-18	102	107
Oc1ccccc1C=NCC(O)c1ccccc1 (centres undefined)	-7	100	-3	-16	97	100	10	105	14	102	104
CCOc1ccc(C(=O)Nc2ccc(S(=O)(=O)N3CCOCC3)cc2)cc1OCC	/	98	-5	1	98	96	24	101	10	96	102
Cc1ccc(S(=O)(=O)Oc2ccc(/C=N/NC(=O)c3c(Cl)cnn3C)cc2)cc1	/	100	-5	-4	100	101	18	107	25	100	99
CN(C)/C=N/c1sc2c(c1C#N)CCC2	-105	99	-4	-12	100	100	7	106	6	101	98
COc1cc(C(=O)Nc2sc(C)c(C)c2C(=O)O)cc(OC)c1OC	/	98	3	-61	99	95	11	95	28	88	89
COc1ccc(N2CCN(C(=O)CCCSc3nc4ccccc4[nH]3)CC2)cc1	/	102	-2	-12	100	104	8	108	11	102	108
CC(C)(C)C(=O)Nc1nc2c(s1)COc1ccccc1-2	/	102	-2	-20	99	102	7	109	15	103	104
COC(=O)C(C)Sc1nnc(Cc2cc(=O)[nH]c(=O)[nH]2)n1-c1cccc(OC)c1 (centres undefined)	/	101	-2	-18	100	104	7	102	-3	101	102
COc1cc([C@H]2[C@@H]3CCCC[C@]3(O)CCN2Cc2ccccc2F)ccc1O	33	100	0	-21	99	98	6	103	-10	99	100
CN(C)Cc1c(O)ccc2occ(C(=O)c3ccccc3)c12	/	103	-2	-39	99	99	11	99	8	99	100
CCn1c(=O)c2c(nc3n2CCS3)n(C)c1=O	-1	101	-1	3	99	97	12	104	5	97	104
CCCOc1ncnc2c1[nH]c1ccccc12	7	96	0	-18	95	94	6	95	86*	93	93
O=C1NC(c2ccccc2)=C(c2ccccc2)C1=O	1	92	0	-6	93	95	7	98	21	96	95
O=c1c2c(n3nnnc3n1Cc1ccccc1)-c1ccccc1CC21CCCC1	/	101	0	18	101	102	10	104	12	100	101
